Screening results deposited in PubChem BioAssay by National Center for Advancing Translational Sciences (NCATS).
AmpC inh det = inhibitors of E. coli AmpC beta-lactamase with detergent; P00811; purified AmpC, nitrocefin hydrolysis with detergent; Potency, µM (doses to about 28.7 µM), without a hit: at the highest dose activity change, negative = inhibition; 0.09% of 71,000 active; active = well fitted curve in the direction sought with a large enough effect
Target sequence (P00811 whole entry, looked up): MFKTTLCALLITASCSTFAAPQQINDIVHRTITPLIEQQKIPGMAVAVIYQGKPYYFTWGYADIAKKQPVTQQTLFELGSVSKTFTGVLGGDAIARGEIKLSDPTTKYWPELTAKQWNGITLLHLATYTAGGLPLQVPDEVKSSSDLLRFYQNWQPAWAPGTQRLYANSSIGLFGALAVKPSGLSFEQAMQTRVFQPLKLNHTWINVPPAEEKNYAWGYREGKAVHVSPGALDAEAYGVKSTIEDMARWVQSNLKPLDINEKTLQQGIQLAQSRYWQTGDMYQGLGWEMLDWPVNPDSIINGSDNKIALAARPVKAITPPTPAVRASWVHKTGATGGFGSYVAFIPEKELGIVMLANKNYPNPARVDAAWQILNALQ
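E. coli AmpC (5.3 nM) in 20 mM phosphate pH 7.0 with 0.01% Triton X-100, preincubated 15 min RT with compound; nitrocefin (2 uL of 800 uM stock) hydrolysis followed by 480 nm absorbance every 20 s over 4 min.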
The depositor's hits bear a star; & = joins results of further samples; [ ] = dose if it differs, or a comment. % is set by controls: 0 for no effect and ±100 for the full control effect; potency is the fitted concentration of half-maximal effect.

SMILES | AmpC inh det
O=C(c1ccc(N2CN(C(=O)c3ccco3)c3nc4ccccc4nc32)cc1)N1CCOCC1 | -5%
O=[N+]([O-])c1cccc(I)c1 | 7%
CCOC(=O)NC(Nc1ncccn1)(C(F)(F)F)C(F)(F)F | 16%
CCOC(=O)N1CCN(S(=O)(=O)c2ccc(C)cc2)C1c1ccccc1 (stereo not drawn) | 5%
COc1ccc2cc(C3(C)NC(=O)N(CC(=O)NCc4ccco4)C3=O)ccc2c1 (stereo not drawn) | -1%
CCCCN1C(=O)/C(=C2\SC(N3CCCCC3)=NC2=O)c2ccccc21 | 7%
Cc1cc(C)n(-c2ccc(C(=O)N3CCc4ccccc43)cc2)n1 | -1%
COc1ccc(-c2nnc(SCC(=O)NCc3ccco3)o2)cc1 | -3%
CCOc1cccc(OCCCCN2CCCCC2)c1 | -4%
COC(=O)CN(c1ccccc1)S(=O)(=O)c1ccc(F)cc1 | -3%
O=c1c2nnn(Cc3ccccc3)c2ncn1-c1ccccc1 | -4%
CCS(=O)(=O)N(C)[C@@H]1c2cc(C#N)ccc2OC(C)(C)[C@H]1O | -1%&-1%
COc1cc(NC(=O)CSc2nnc(C)s2)cc(OC)c1 | -4%
CCC(=O)c1cn(Cc2ccccc2C#N)c2ccccc12 | -7%
O=c1c(-c2ccc(F)c(F)c2)nc2cncnc2n1C1CC1 | 2%
CCOC(=O)Cc1csc(NC(=O)c2ccco2)n1 | -3%
C=CCn1cc(C(=O)NCCCOCC)c(=O)c2cc(S(=O)(=O)N(CC)CC)ccc21 | -2%
CC(C)(O)CCC(C)(C)O | 9%
Clc1ccc(-c2nnc3sc(-c4ccc(Br)o4)nn23)cc1 | -7%
Cn1c(SCc2cccnc2)nc2cccnc21 | -3%
CCNc1nnc(-c2ccc(C)cc2)o1 | -1%
Cc1c(NC(=O)C2CCCN(S(=O)(=O)c3cnc[nH]3)C2)c(=O)n(-c2ccccc2)n1C (stereo not drawn) | 10%
CCc1cccc(CC)c1NC(=O)CSc1nnc(C(C)C)n1CC | -5%
COCCCN(C(C)=O)c1nc(-c2ccc(OC)cc2)cs1 | -4%
CCS(=O)(=O)N1CCC(C(=O)NCc2ccc(F)cc2)CC1 | -6%
CC(C)(C)c1ccc(OCC2CO2)cc1 (stereo not drawn) | 9%
COc1ccc2cc3cc(C(=O)NCCN4CCN(Cc5ccccc5)CC4)oc3nc2c1 | -1%
CC1CCCN(C(=O)C2CCN(CCCc3ccccc3)CC2)C1 (stereo not drawn) | -2%
Nc1cc(Cl)ccc1O | 24%
COc1cc(C2C(C(C)=O)=C(O)C(=O)N2CCc2ccc(OC)c(OC)c2)ccc1O (stereo not drawn) | -4%
CCOc1ccc(NC(=O)CCS(=O)(=O)c2cccc3nsnc23)cc1 | -2%
O=C(O)COc1ccc(Br)cc1/C=N/O | -3%
O=C(Cc1cccs1)Nc1ccc(C(=O)O)cc1 | -4%
O=C(NC1(C(F)(F)F)NC(=O)N(C2CCCCC2)C1=O)c1cccs1 (stereo not drawn) | -3%
COc1ccc(N2CCCCn3c2nc2c3c(=O)[nH]c(=O)n2C)cc1 | -3%
C#CC1(O)CC(C)NCC1(C)CCC#N (stereo not drawn) | 8%
CSC1=NCCN1C(=O)c1ccc(S(=O)(=O)N2CCOCC2)cc1 | 6%
Clc1ccccc1Cn1nnc(-c2cccs2)n1 | 16%
C=C(C)CSc1nnc(-c2ccc(OC)c(OC)c2)n1N | -2%
O=C(O)CNC(=O)c1ccccc1F | 2%
Cc1[nH]nc2c1C(c1ccc(F)cc1)C(C#N)=C(N)O2 (stereo not drawn) | 8%
COc1ccc(S(=O)(=O)N(C)c2ccc(C(=O)NCC3CCCO3)cc2)cc1 (stereo not drawn) | -3%
Nc1c(C(O)(C(F)(F)F)C(F)(F)F)ccc2ccccc12 | -1%
O=C(Nc1ccc2c(c1)OCO2)Nc1cnccn1 | -4%
CCCCC(=O)Nc1ncc(Br)s1 | -2%
[O-]/[N+](=C/c1ccc(F)cc1)c1ccccc1 | -4%
c1ccc(CNc2ncncc2-c2cccnc2)cc1 | 4%
CCOC(=O)C1CCN(c2ncnc3nc[nH]c23)CC1 | 11%

Shown as tab-separated lines: 20 of the compounds above.
canonical_smiles	AmpC inh det
CC(C)(C)c1ccc(OCC2CO2)cc1 (stereo not drawn)	9%
COc1ccc2cc3cc(C(=O)NCCN4CCN(Cc5ccccc5)CC4)oc3nc2c1	-1%
CC1CCCN(C(=O)C2CCN(CCCc3ccccc3)CC2)C1 (stereo not drawn)	-2%
Nc1cc(Cl)ccc1O	24%
COc1cc(C2C(C(C)=O)=C(O)C(=O)N2CCc2ccc(OC)c(OC)c2)ccc1O (stereo not drawn)	-4%
CCOc1ccc(NC(=O)CCS(=O)(=O)c2cccc3nsnc23)cc1	-2%
O=C(O)COc1ccc(Br)cc1/C=N/O	-3%
O=C(Cc1cccs1)Nc1ccc(C(=O)O)cc1	-4%
O=C(NC1(C(F)(F)F)NC(=O)N(C2CCCCC2)C1=O)c1cccs1 (stereo not drawn)	-3%
COc1ccc(N2CCCCn3c2nc2c3c(=O)[nH]c(=O)n2C)cc1	-3%
C#CC1(O)CC(C)NCC1(C)CCC#N (stereo not drawn)	8%
CSC1=NCCN1C(=O)c1ccc(S(=O)(=O)N2CCOCC2)cc1	6%
Clc1ccccc1Cn1nnc(-c2cccs2)n1	16%
C=C(C)CSc1nnc(-c2ccc(OC)c(OC)c2)n1N	-2%
O=C(O)CNC(=O)c1ccccc1F	2%
Cc1[nH]nc2c1C(c1ccc(F)cc1)C(C#N)=C(N)O2 (stereo not drawn)	8%
COc1ccc(S(=O)(=O)N(C)c2ccc(C(=O)NCC3CCCO3)cc2)cc1 (stereo not drawn)	-3%
Nc1c(C(O)(C(F)(F)F)C(F)(F)F)ccc2ccccc12	-1%
O=C(Nc1ccc2c(c1)OCO2)Nc1cnccn1	-4%
CCCCC(=O)Nc1ncc(Br)s1	-2%

More results.
SMILES | AmpC inh det
C[C@@H](C(=O)Cc1ccc2ccccc2c1)[C@@H]1C[C@@]1(C)[C@@H](NP(=O)(c1ccccc1)c1ccccc1)c1ccccc1 | 2%
Cc1ccc2c(c1)N(CCC(=O)N1CCC3(CC1)OCCO3)C(=O)CO2 | 7%
Cc1ccc2oc(C(=O)Nc3c(C)n(C)n(-c4ccccc4)c3=O)c(C)c2c1 | -2%
CCN(CC)S(=O)(=O)c1csc(C(=O)Nc2ccccn2)c1 | 11%
Cc1cc(N)n(-c2nc(-c3cccnc3)nc3ccccc23)n1 | -3%
COc1ccc(-c2cc(=O)oc3cc(OCc4nn[nH]n4)ccc23)cc1 | -5%
N#Cc1cccc(-c2nc3cnc(N4CCOCC4)nc3n(C3CC3)c2=O)c1 | 1%
Cc1nc2c(F)c(F)c(C(F)(F)F)c(F)c2[nH]1 | -2%
O=C(CSc1nc2ncccc2[nH]1)c1ccc(F)cc1 | 0%
O=C(CSc1nc2c(c(=O)n1-c1ccc(F)cc1)SCC2)NCc1ccco1 | 1%
O=C(Nc1nc(-c2ccc3c(c2)OCCO3)cs1)c1ccc(S(=O)(=O)N2CCCCC2)cc1 | 10%
Cc1ccc(S(=O)(=O)Nc2cccc3ncccc23)s1 | -4%
Cc1nc2ncnn2c(N2CCN(c3cccc(C(F)(F)F)c3)CC2)c1C | -5%
N#CC1=C(c2ccccc2)N=P(N2CCOCC2)(N2CCOCC2)N=C1N1CCOCC1 | -2%
O=C1C2C3C=CC(C3)C2C(=O)N1c1ccc2c(c1)CCC2 (stereo not drawn) | 0%
c1nc(NC2CCCCCC2)c2[nH]cnc2n1 | 7%
O=C(COC(=O)c1n[nH]c2ccccc12)NC(=O)NC12CC3CC(CC(C3)C1)C2 | -1%
Cc1cc(C(=O)OCc2nnc(-c3ccccc3)o2)c(C)n1-c1ccccc1 | -2%
O=C(Cc1nc(-c2ccc(Br)s2)cs1)NCCN1CCOCC1 | -10%
COc1ccc(N2CCN(CC(=O)N3CCC(C)CC3)CC2)cc1 | -1%
Cc1cccc(Nc2n[nH]c(=S)s2)c1C | -4%
Cn1c(CSc2nc3ccccc3s2)n[nH]c1=S | 10%
CCOC(=O)c1ccc(COC(=O)c2cc3ccccc3oc2=O)o1 | -4%
Cc1nn2c(-c3ccco3)nnc2c2ccccc12 | -5%
CCn1c(SCC(=O)Nc2ccccc2C)nnc1-c1ccccc1O | -1%
Cc1nc2nc[nH]n2c(=O)c1NC(=O)c1cccc(OCC(C)C)c1 | -3%
CCCN1CCN(CCCNC(=O)C2CCCN(c3nnc(-n4cccc4)s3)C2)CC1 (stereo not drawn) | 12%
Cn1nnc(NC(=O)CSc2nnnn2-c2ccc(F)cc2)n1 | -7%
COc1ccc(-c2c(C)oc3c(CN4CCN(C)CC4)c(O)ccc3c2=O)cc1 | 9%
CC1CCN(C(=O)C2CC(c3ccc(F)cc3)=NO2)CC1 (stereo not drawn) | -3%
CC(=O)NC(CC(C)C)C(=O)NC(=O)NCc1ccccc1 (stereo not drawn) | 1%
COc1ccc(-c2nc3cnc(Oc4cccc(Cl)c4)nc3n(CCC#N)c2=O)cc1 | 1%
CC1CCCCC1NS(=O)(=O)c1ccc(S(=O)(=O)N2CCCC2)cc1 (stereo not drawn) | 3%
C[C@]12CCC3c4ccc(OCC(=O)O)cc4CCC3C1CCC2=O (stereo partly drawn) | 0%[5.75 µM]
CSc1nc(C)cc(OCC#N)n1 | -4%
COC(=O)CSc1nnc(C)n1-c1cccc(C#N)c1 | 2%
O=c1nc(N2CCOCC2)ccn1-c1nc(-c2ccccc2)oc1-c1ccccc1 | 8%
COc1ccc(N2CC(C(=O)Nc3ncccc3C)CC2=O)cc1 (stereo not drawn) | -3%
Cc1onc(-c2ccccc2)c1C(=O)NC(CC(=O)O)c1ccc(OC(C)C)cc1 (stereo not drawn) | 4%
Cc1cc(Cl)ccc1N1C(=O)CC(SCCC(=O)O)C1=O (stereo not drawn) | -1%
CCc1nccn1S(=O)(=O)c1ccc2ccccc2c1 | 4%
CC(C)OC(=O)C(C#N)c1nc2ccccc2nc1N1CCN(Cc2ccccc2)CC1 (stereo not drawn) | -3%
CCOC(=O)c1ccccc1NC(=O)c1ccccc1N(C)S(C)(=O)=O | -6%
CCOC(=O)c1[nH]c(C)c(C(=O)NCCc2ccc(OC)cc2)c1C | -4%
O=C(NCc1ccco1)C(c1ccncc1)N(CCC1=CCCCC1)C(=O)Cn1nnc2ccccc21 (stereo not drawn) | -1%
CCOC(=O)C1=C(c2ccccc2)N=C2SCC(=O)N2C1c1ccc2c(c1)OCO2 (stereo not drawn) | 6%
CCOC(=O)N1CCN(c2ncnc3c2cnn3-c2ccc(Cl)cc2)CC1 | -5%
COc1ccc(CCn2c(SCC(=O)Nc3cc(C)on3)nc3ccsc3c2=O)cc1OC | 12%
COc1ccc2[nH]cc(CCNc3ccnc(-c4ccccc4C(F)(F)F)n3)c2c1 | 10%
CCOC(=O)c1c(C)oc2c1c(/C=N/c1ccccn1)c(O)c1ccccc12 | 0%
Cc1ccc(NC(=O)CN(C)C(=O)CCCN2C(=O)c3ccccc3C2=O)cc1 | -5%
O=C(CN1CCOc2ccccc21)NCc1ccc(F)cc1 | 8%
CCOc1ccccc1C1SCC(=O)Nc2c1c(=O)[nH]n2C(CC)CC (stereo not drawn) | 2%
CCOC(=O)c1cc(-c2nnc(-c3ccc(Oc4ccccc4)cc3)o2)c(C)nc1C | 4%
CSc1c(CC(=O)NCCO)n(C)c2ccccc12 | 0%
COC(=O)c1ccc2c(=O)n(Cc3ccc4c(c3)OCO4)c(SCC(=O)N3CCCC3)nc2c1 | 11%
Cc1n[nH]c(C)c1S(=O)(=O)N1CCCC(C(=O)N2CCN(c3ccc(Cl)cc3)CC2)C1 (stereo not drawn) | -3%
CCOc1cc(C)c(Cl)cc1S(=O)(=O)N1CCCC1 | -6%
CC1CCCCC1NC(=O)CN1CCC(O)(c2ccc(F)cc2)CC1 (stereo not drawn) | -2%
O=C1COc2ccc(C(=O)COC(=O)c3ccc4ccccc4n3)cc2N1 | 11%

Next section.
SMILES | AmpC inh det
COc1ccccc1NS(=O)(=O)c1ccc(NC(=O)CCNC(=O)c2ccco2)cc1 | -3%
Cc1nn(C)c(C)c1S(=O)(=O)N1CCC(C(=O)NC(C)c2ccccc2)CC1 (stereo not drawn) | 6%
Cc1ccc(S(=O)(=O)NCC2CCC(C(=O)NCc3ccco3)CC2)cc1 (stereo not drawn) | 0%
O=S(=O)(NC1CCN(Cc2ccccc2)CC1)c1cccc2cccnc12 | 11%
COc1ccc(C(=O)N2CCCC2=O)cc1 | -1%&-1%&0%
OC1(CN2CCOCC2)C2CN3CCN(C2)CC1(c1ccccc1)C3 (stereo not drawn) | 0%
CCOc1cccc(NC(=O)C2CCCN(S(=O)(=O)c3ccc(-n4cnnn4)cc3)C2)c1 (stereo not drawn) | 1%
O=C(Oc1ccc2c(c1)OCC2=O)c1ccccc1 | 10%
Cc1occc1-c1nnc(SCC(=O)NCc2cccs2)n1CC1CCCO1 (stereo not drawn) | 8%
COc1cccc(C(=O)N2CCN(S(=O)(=O)Cc3ccccc3)CC2)c1 | -5%
CCC(C)NC(=O)c1c(N)n(/N=C/c2ccccn2)c2nc3ccccc3nc12 (stereo not drawn) | 0%
O=C(Cn1cnc2c(cnn2-c2ccccc2)c1=O)NCc1ccccc1 | 11%
C[C@H](NC(=O)OC(C)(C)C)C(=O)NCC1CCC(C(=O)O)CC1 (stereo partly drawn) | -1%

The list is partial; rates above refer to the full screens.
